# GSK3A inh: blockers of GSK3A enzyme activity – biochemical, luminescence, cell-free homogeneous, HTS, primary screen | Glycogen synthase kinase-3 alpha (Homo sapiens), P49840 | GSK-3 alpha kinase, ADP-Glo luminescence, 60 min | inhibition, % at 10 µM | 320,000 compounds, 0.1% hits | AID 2650, 2010;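 in the data active = inhibition above about 50%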;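 note: GST-tagged GSK-3 alpha with peptide substrate and 25 µM ATP; 0% = DMSO neutral wells and 100% = GW8510 positive control wells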
# Target sequence (P49840 whole entry, looked up): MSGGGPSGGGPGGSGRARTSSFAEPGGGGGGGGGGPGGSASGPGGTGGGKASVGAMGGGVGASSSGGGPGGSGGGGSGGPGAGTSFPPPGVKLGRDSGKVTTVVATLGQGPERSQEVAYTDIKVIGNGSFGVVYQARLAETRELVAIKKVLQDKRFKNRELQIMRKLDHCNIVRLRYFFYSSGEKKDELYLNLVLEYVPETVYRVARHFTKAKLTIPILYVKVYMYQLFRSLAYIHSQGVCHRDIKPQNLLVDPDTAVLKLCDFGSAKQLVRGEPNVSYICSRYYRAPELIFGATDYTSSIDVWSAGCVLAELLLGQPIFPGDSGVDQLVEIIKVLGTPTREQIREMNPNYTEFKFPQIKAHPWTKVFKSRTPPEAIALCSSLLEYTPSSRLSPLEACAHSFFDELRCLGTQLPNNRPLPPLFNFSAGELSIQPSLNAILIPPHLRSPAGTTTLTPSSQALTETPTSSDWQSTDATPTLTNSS
# RGS4 act: RGS4 potentiators or activators, primary screen, cell-based, HEK293 M3R inducible RGS4, calcium flux; carbachol calcium flux Fluo4; hits give low values; B-score at 10 µM; 310,000 compounds, 0.92% hits;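 active = B-score of the integrated calcium signal more than 4 SD below the library mean, with starting fluorescence not abnormally high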;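 note: negative B-score means reduced calcium response which marks RGS4 activation or potentiation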
#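 Also added: carbachol at ECmax as muscarinic agonist stimulus; Assay system: HEK293 cells with stable M3R and inducible RGS4; Timing: overnight RGS4 induction, 30 min dye load 37 °C, 20 min compound RT; Measured by: Fluo4-AM (2 µM) calcium-flux fluorescence, kinetic read.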
# KCNK3 inh: human KCNK3 channel inhibitors, primary screen, CHO cells, FluxOR thallium flux, B-score | FluxOR fluorescence; hits give low values | B-score at 10 µM | 340,000 compounds, 0.84% hits;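 active = B-score under library mean minus 4 SD, starting fluorescence ratio at most library mean plus 5 SD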;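 note: more negative B-score means stronger inhibition of thallium flux through KCNK3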
# HDAC3 inhib: HDAC3 deacetylase inhibitors, primary screen, biochemical, fluorescence, cell-free homogeneous. recombinant HDAC3, fluorogenic peptide/trypsin coupled. inhibition, % at 8.3 µM. 320,000 compounds, 0.15% hits. AID 2718, 2010; in the data active = inhibition above about 26%, passing the limit was not always enough
# PolyA inhibitor: polyadenylation inhibitors in yeast reporter cells, primary screen, luminescence, S. cerevisiae | 300,000 compounds, 0.02% hits | calls only at 12 µM | S. cerevisiae SKY197-pL101 polyadenylation reporter, beta-gal luminescence; efflux-impaired pdr1/pdr3 knockout yeast; score 100 = 6 SD above DMSO;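 active = lowest replicate activity score at least 50, where 100 means six control SD above control mean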;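 note: yeast exposed to compound for 9 h at 30 °C; higher score means more reporter readthrough which indicates perturbed polyadenylation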
# DYRK1A inh: rat Dyrk1A kinase inhibitors, primary screen, biochemical, single point, plate reader | Dual specificity tyrosine-phosphorylation-regulated kinase 1A (Rattus norvegicus), Q63470 | 310,000 compounds, 0.43% hits | inhibition, % at 12.5 µM | ADP-Glo luminescence, NFATc1 peptide; in the data active = inhibition above about 50%;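 note: plate controls were vehicle with enzyme for no effect and no enzyme for full effect; many of its hits are not listed in these tables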
# KCNK9 block: KCNK9 potassium channel inhibitors, primary screen, HEK293 cells, thallium flux | Potassium channel subfamily K member 9 (Homo sapiens), Q9NPC2 | FluxOR thallium flux fluorescence; hits give low values | B-score at 10 µM | 310,000 compounds, 1.2% hits;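 active = ratio B-score over 3 SD below the library mean, with starting fluorescence within 5 SD of its mean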;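 note: negative B-score means less thallium flux so channel inhibition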
# KCNQ1 block: inhibitors of human KCNQ1 channel, primary screen, cell-based, thallium flux, high-throughput. 310,000 compounds, 1.3% hits. AID 2642, 2010. B-score at 10 µM. Potassium voltage-gated channel subfamily KQT member 1 (Homo sapiens), P51787. CHO-K1 KCNQ1, FluxOR thallium flux fluorescence; hits give high values;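 active = compounds whose thallium flux B-score, printed positive for inhibition, exceeds three library SD while starting fluorescence stays within three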;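 note: channel opened by potassium depolarization with thallium stimulus after 20 min compound exposure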
# KCNQ1 act: potentiators or activators of KCNQ1 channel, primary screen, cell-based, thallium flux, high-throughput; CHO-K1 KCNQ1, thallium flux FluxOR fluorescence; hits give high values; 310,000 compounds, 0.35% hits; AID 2648, 2010; B-score at 10 µM;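 active = fluorescence ratio B-score, a plate-corrected score, at least three library SD, with initial intensity B-score within 5 SD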
#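 Medium – assay buffer, equal DMSO in all wells · Material – CHO-K1 cell line with stable KCNQ1 potassium channel expression · Signal – kinetic FluxOR thallium fluorescence, 10-s 1-Hz baseline, 110-s post-stimulus read · Compound – single concentration per compound, DMSO matched to controls · Schedule – 37 °C overnight plating, 90-min dark dye load, 20-min compound pretreatment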
# hERG protect: hERG rescue from dofetilide block, primary screen, cell-based, CHO-hERG, FluxOR thallium flux, dofetilide IC70; dofetilide IC70 present; AID 1511, 2009; activation (rescue from dofetilide block), less the hit threshold, % at 10 µM; 310,000 compounds, 0.51% hits;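 active = activation above the mean of controls blocked by dofetilide plus 5 SD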;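 note: thallium influx through hERG after potassium depolarization seen as dye fluorescence rise; in these data hits start at about 4.7%; inactives centre near -7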
# GSK3beta inhib: human GSK3beta kinase inhibitors, primary screen, biochemical, cell-free homogeneous, HTS. Glycogen synthase kinase-3 beta (Homo sapiens), P49841. GST-GSK3beta kinase, ADP-Glo luminescence, 60 min; hits give low values. activity score (negative = inhibition), % at 10 µM. 300,000 compounds, 0.038% hits. AID 2097, 2009;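 active = more than half of replicate wells score below -50%, meaning over 50% inhibition versus plate controls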;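 note: 0% = median DMSO wells and -100% = median GW8510 positive control wells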
# Target sequence (P49841 whole entry, looked up): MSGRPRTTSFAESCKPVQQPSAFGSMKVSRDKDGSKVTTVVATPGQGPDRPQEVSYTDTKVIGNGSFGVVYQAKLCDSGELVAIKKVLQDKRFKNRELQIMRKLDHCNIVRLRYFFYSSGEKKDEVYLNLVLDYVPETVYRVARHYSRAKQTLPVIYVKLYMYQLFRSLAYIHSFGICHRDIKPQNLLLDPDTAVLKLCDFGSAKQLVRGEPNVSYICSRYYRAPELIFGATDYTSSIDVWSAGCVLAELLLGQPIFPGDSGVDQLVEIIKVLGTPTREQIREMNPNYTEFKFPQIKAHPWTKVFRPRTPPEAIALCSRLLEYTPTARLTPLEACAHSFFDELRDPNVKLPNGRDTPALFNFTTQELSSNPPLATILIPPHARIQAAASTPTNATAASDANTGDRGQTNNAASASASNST
#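 test system = GST-tagged human GSK3beta kinase, cell-free | reagent = 25 µM ATP with peptide substrate | dosing = one dose of 10 µM per compound | schedule = 60 min reaction, RT | detection = luminescent ADP-Glo measurement of ADP formed | control set = DMSO neutral wells and GW8510 at 20 µM as positive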
# * marks the source's active call; other numbers are inactive results; i = inactive; . = no result given.
SMILES,GSK3A inh,RGS4 act,KCNK3 inh,HDAC3 inhib,PolyA inhibitor,DYRK1A inh,KCNK9 block,KCNQ1 block,KCNQ1 act,hERG protect,GSK3beta inhib
c1ccc(OCc2nc(-c3cccs3)no2)cc1,-6.8,i,i,2.3,i,-9.8,i,i,i,-5.8,1.1
CCC1Oc2ccc(C)cc2N(CC(=O)NCCCN2CCCCC2CC)C1=O (configuration not stated),-1.0,i,i,4.0,i,-7.1,i,i,i,-6.9,-0.7
COc1cc(C(=O)NCc2ccccc2)cc(Br)c1OC,.,i,i,-3.6,i,4.0,i,i,i,-11.6,0.1
COc1cc(OC)c(-n2c(C)cc(C=O)c2C)cc1Cl,0.0,i,i,8.7,i,2.6,i,i,i,-6.6,.
CC1CCC2(CC1)OCC1(CCC3(COC4(CCC(C)CC4)OC3)C1=O)CO2 (configuration not stated),-1.4,i,i,-3.6,i,2.4,i,i,i,-10.8,-1.8
O=C(Nc1c(C(=O)N2CCCCC2)cnn1-c1ccccc1)c1ccco1,-3.7,i,i,5.8,i,-2.1,i,i,i,-1.6,2.1
COc1ccc(N(CCCN2C(=O)c3cccc4cccc(c34)C2=O)C(=O)c2cccs2)cc1,-4.3,i,i,0.6,i,-1.2,i,i,i,-7.9,-2.1
Cc1ccc(N(C)S(=O)(=O)c2ccc(C)cc2)cc1,5.6,i,i,-3.7,i,-2.7,i,i,i,-7.5,0.1
O=C(NCCc1ccccc1)C(=O)c1c[nH]c2ccccc12,7.9,i,i,3.9,i,0.2,i,i,i,-9.7,-3.0
CCN(C(=O)c1cn(C)c(=O)c2ccccc12)c1ccccc1F,0.1,i,i,6.4,i,7.2,i,i,i,-8.4,1.5
Cc1cccc(Cn2c(NCC(C)O)nc3c2c(=O)n(C)c(=O)n3C)c1 (configuration not stated),-1.1,i,i,7.1,i,-4.4,i,i,i,-7.4,-2.0
Cc1cc(-c2ccccc2)n2ncc(-c3ccccc3)c2n1,3.3,i,i,-2.1,i,0.0,i,i,i,-0.2,-1.3
CCc1cc2c(=O)c(-c3nc4ccccc4n3C)c(COCC(=O)O)oc2cc1OC(=O)C(C)(C)C,3.5,i,i,0.0,i,1.6,i,i,i,-21.6,3.3
COC(=O)CCC(=O)NNC(=O)CCC(=O)Nc1cccc(Cl)c1C,2.9,i,i,2.5,i,-9.5,i,i,i,-7.2,2.2
C/C(=N\Nc1cc(Cl)nc(C)n1)c1ccc(Cl)c(Cl)c1,-3.0,i,i,-3.0,i,-5.8,i,i,i,-2.3,-2.0
Cc1nnc(NC(=O)c2ccc(F)c(S(=O)(=O)N3CCCCC3)c2)s1,2.8,i,i,-9.8,i,-2.2,i,i,i,-2.3,1.3
CC(=O)c1sc2c(c1N)c(=O)[nH]c(=O)n2-c1ccccc1,-0.9,i,i,2.6,i,3.6,i,i,i,-7.8,-0.7
Cc1cc(Cl)ccc1NC(=S)NCc1ccc(Cl)cc1,0.1,i,i,-6.0,i,-2.7,i,i,i,-7.3,0.3
O=C(CC(c1ccccc1)c1ccccc1)Nc1ccc(C(=O)O)cc1,-1.7,i,i,4.0,i,3.4,i,i,i,-3.2,0.9
CCC1Oc2ccc(C)cc2N(CC(=O)NCCCN2CCN(Cc3ccccc3)CC2)C1=O (configuration not stated),1.3,i,i,-7.1,i,0.8,i,i,i,-9.4,2.8
CC12CCC(C(=O)N(NC(=O)c3ccccc3Cl)C1=O)C2(C)C (configuration not stated),.,i,i,-3.0,i,2.4,i,i,i,-10.6,-4.0
COc1ccccc1C1SCCN1S(=O)(=O)c1cccc(C(F)(F)F)c1 (configuration not stated),-1.9,i,i,1.8,i,8.6,i,i,i,-7.6,2.1
Cc1cc(C)nc(SCC(=O)Nc2ccc(S(=O)(=O)NC(C)(C)C)cc2)n1,-1.4,i,i,0.5,i,3.1,i,i,i,-12.6,-6.6
O=C(NC1CCCCC1)c1cc(-n2cnnc2)ccc1Cl,-3.3,i,i,0.7,i,-1.3,i,i,i,-12.9,2.8
COc1cc(Nc2ncnc(N)n2)cc(OC)c1OC,0.8,i,i,1.6,i,11.1,i,i,i,-12.4,-3.6

# Whole records from above:
# `C/C(=N\Nc1cc(Cl)nc(C)n1)c1ccc(Cl)c(Cl)c1` across the screens: GSK3A inh: -3.0; RGS4 act: i; KCNK3 inh: i; HDAC3 inhib: -3.0; PolyA inhibitor: i; DYRK1A inh: -5.8; KCNK9 block: i; KCNQ1 block: i; KCNQ1 act: i; hERG protect: -2.3; GSK3beta inhib: -2.0
# `Cc1cc(-c2ccccc2)n2ncc(-c3ccccc3)c2n1` across the screens: GSK3A inh: 3.3; RGS4 act: i; KCNK3 inh: i; HDAC3 inhib: -2.1; PolyA inhibitor: i; DYRK1A inh: 0.0; KCNK9 block: i; KCNQ1 block: i; KCNQ1 act: i; hERG protect: -0.2; GSK3beta inhib: -1.3

# Returning to the listing with the 3 entries that preceded the break.
SMILES,GSK3A inh,RGS4 act,KCNK3 inh,HDAC3 inhib,PolyA inhibitor,DYRK1A inh,KCNK9 block,KCNQ1 block,KCNQ1 act,hERG protect,GSK3beta inhib
Cc1cc(C)nc(SCC(=O)Nc2ccc(S(=O)(=O)NC(C)(C)C)cc2)n1,-1.4,i,i,0.5,i,3.1,i,i,i,-12.6,-6.6
O=C(NC1CCCCC1)c1cc(-n2cnnc2)ccc1Cl,-3.3,i,i,0.7,i,-1.3,i,i,i,-12.9,2.8
COc1cc(Nc2ncnc(N)n2)cc(OC)c1OC,0.8,i,i,1.6,i,11.1,i,i,i,-12.4,-3.6
O=S(=O)(NCc1cccnc1)c1ccc(Cl)nc1,-3.6,i,i,-0.4,i,10.7,i,i,i,-9.7,3.5
COc1cc(/C=C2\N=C(C)OC2=O)cc(Cl)c1OC(C)=O,-1.3,i,i,2.5,i,-2.7,i,i,i,-11.4,-2.5
O=C(NCCc1csc(-c2ccccc2)n1)c1cccs1,3.2,i,i,.,i,12.0,i,i,i,-7.5,1.7
COc1ccccc1CNC(=O)C1Cc2ccccc2C(=O)O1 (configuration not stated),-2.1,i,i,-6.4,i,.,i,i,i,-11.3,1.7
OCC[C@@H]1C[C@@H](O)[C@H](O)[C@@]2(CCc3ccccc3CO2)O1,-0.6,i,i,0.4,i,0.3,i,i,i,-1.7,1.3
O=C(CC1C(=O)NCCN1CC(c1ccccc1)c1ccccc1)NCCc1cn[nH]c1 (configuration not stated),0.3,i,i,-3.6,i,0.8,i,i,i,-8.3,3.9
COc1ccc2cnn(-c3ccccc3C)c(=O)c2c1OC,-17.4,i,i,11.5,i,-3.4,i,i,i,0.0,0.7
CCOc1cc(C)ccc1OCc1nnc(SCC(=O)Nc2cccc(C(=O)O)c2)n1-c1ccccc1,-0.9,i,i,8.6,i,.,i,i,i,-7.9,0.2
CCOC(=O)C1CCCC(NS(=O)(=O)c2ccc(NC(C)=O)cc2)C1 (configuration not stated),-0.7,i,i,-12.2,i,0.5,i,i,i,-5.0,-0.5
O=C(Cc1ccccc1)Nc1ccc(N2CCCC2)cc1,-0.9,i,i,5.1,i,-2.1,i,i,i,1.9,1.0
CCS(=O)(=O)N1Cc2ccccc2CC1C(=O)Nc1nc2c(C)cccc2s1 (configuration not stated),-0.9,i,i,4.8,i,-11.8,i,i,i,-0.5,-22.2
S=C1NC2=C(CCCC2)C2(CCCCC2)N1,-4.5,i,i,4.8,i,3.9,i,i,i,-1.2,3.5
COc1cccc(NC(=O)CC2Oc3ccccc3NC2=O)c1 (configuration not stated),-0.9,i,i,1.8,i,-2.1,i,i,i,-5.8,3.9
C/C(=N/NC(=O)c1cn(-c2cccc(C)n2)cn1)c1ccc(C)cc1,-5.9,i,i,0.5,i,-7.0,i,i,i,-8.3,1.1
COc1ccc(CNCc2ccncc2)cc1OC,-0.9,i,i,-9.5,i,9.5,i,i,i,-8.0,2.4
COC(=O)CSc1nc2[nH]ncc2c(=O)[nH]1,.,i,i,2.3,i,-41.0,i,i,i,-4.0,3.6
CCOC(=O)C1=C(C)OC(N)=C(C#N)C1c1cc(SCC)oc1C (configuration not stated),-0.7,i,i,5.3,i,6.8,i,i,i,-15.5,-0.3
O=[N+]([O-])c1ccc(F)cc1OCc1nc(-c2cccs2)no1,.,i,i,.,i,.,i,i,i,-20.9,1.3
O=C(O)c1ccccc1N(c1ccccc1)c1ccccc1,-7.3,i,i,-1.9,i,.,i,i,i,-4.5,3.6
CN(CC(=O)Nc1ccccc1Cl)C1CCCCC1,-1.7,i,i,-2.4,i,3.6,i,i,i,-8.7,5.1
c1ccc(CSc2ncnc3sccc23)cc1,-1.3,i,i,3.3,i,-5.3,i,i,i,-6.6,-8.7
CCOC(=O)c1nnsc1Nc1ccc(C)c(C)c1,-3.8,i,i,11.3,.,-1.0,i,i,i,-14.2,-4.6
O=C(CCc1ccccc1)Nc1ccc(S(=O)(=O)N2CCOCC2)cc1,-2.3,i,i,-2.2,i,-4.4,i,i,i,-17.5,-4.7

# Quoted at random: 2 records from the list
SMILES,GSK3A inh,RGS4 act,KCNK3 inh,HDAC3 inhib,PolyA inhibitor,DYRK1A inh,KCNK9 block,KCNQ1 block,KCNQ1 act,hERG protect,GSK3beta inhib
O=C(O)c1ccccc1N(c1ccccc1)c1ccccc1,-7.3,i,i,-1.9,i,.,i,i,i,-4.5,3.6
CCOc1cc(C)ccc1OCc1nnc(SCC(=O)Nc2cccc(C(=O)O)c2)n1-c1ccccc1,-0.9,i,i,8.6,i,.,i,i,i,-7.9,0.2

# The list is partial; count on the stated rates, not on these rows.
